Vif-APOBEC3G blk: inhibitors of Vif-APOBEC3G interaction. Q9HC16. HeLa A3G-eYFP + Vif (tagged APOBEC3G with the HIV-1 protein that degrades it), YFP fluorescence, overnight. Potency, µM (titrated, usually from 46.1 µM), for inactives: at the highest dose activity, negative = active, actives largely listed as inhibitors. 410,000 compounds, 0.076% hits. AID 602310;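 also: potency is read from the fitted curve at half-maximal effect; % is scaled to controls: 0 for no effect and ±100 for the full control effect; nearly all actives have a fitted effect of over 60% in size; hits raise eYFP signal because A3G escapes Vif-driven loss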
Target sequence (Q9HC16 whole entry, looked up): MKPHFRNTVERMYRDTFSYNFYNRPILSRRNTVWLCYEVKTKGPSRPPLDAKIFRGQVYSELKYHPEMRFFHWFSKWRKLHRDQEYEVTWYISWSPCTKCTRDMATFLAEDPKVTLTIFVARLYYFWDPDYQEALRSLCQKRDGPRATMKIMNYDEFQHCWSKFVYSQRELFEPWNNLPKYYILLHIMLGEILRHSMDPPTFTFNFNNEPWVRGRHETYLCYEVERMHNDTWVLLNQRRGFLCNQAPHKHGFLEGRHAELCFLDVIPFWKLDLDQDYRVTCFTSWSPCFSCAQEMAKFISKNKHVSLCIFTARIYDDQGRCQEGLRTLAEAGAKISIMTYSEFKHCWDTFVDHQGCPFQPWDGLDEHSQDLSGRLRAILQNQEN
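Read-out is eYFP fluorescence (Ex 488/Em 500-530) from Vif-expressing HeLa A3G-eYFP cells; more signal means A3G escaped Vif-mediated degradation. Cells plated overnight, compound pinned in, incubated overnight at 37 deg C.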
PI4K2A inh: inhibitors of human PI4K2A; 420,000 compounds, 0.13% hits; activity change, negative = inhibition, % at 76.9 µM; purified PI4K2A, ADP-Glo luminescence, 1 h; stronger effect = lower value; Q9BTU6; AID 1346378; in the data active = activity change below about -50%; inconclusive = mostly about -30% to -49%;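 also: -100% = wells without enzyme as full effect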
Target sequence (Q9BTU6 whole entry, looked up): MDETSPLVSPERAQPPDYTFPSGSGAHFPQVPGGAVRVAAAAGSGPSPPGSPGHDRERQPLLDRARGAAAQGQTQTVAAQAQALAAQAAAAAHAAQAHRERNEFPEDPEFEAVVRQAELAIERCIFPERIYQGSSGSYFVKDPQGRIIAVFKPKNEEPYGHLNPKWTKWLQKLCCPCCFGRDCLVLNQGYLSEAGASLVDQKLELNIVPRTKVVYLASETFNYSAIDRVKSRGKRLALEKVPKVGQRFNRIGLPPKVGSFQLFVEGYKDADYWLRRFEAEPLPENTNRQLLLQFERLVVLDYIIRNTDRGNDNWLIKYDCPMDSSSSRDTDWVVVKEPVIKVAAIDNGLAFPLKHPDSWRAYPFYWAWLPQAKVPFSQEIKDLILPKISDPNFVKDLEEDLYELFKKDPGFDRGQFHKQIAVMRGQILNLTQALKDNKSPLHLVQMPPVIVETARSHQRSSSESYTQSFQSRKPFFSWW
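In this quantitative HTS, ADP production by PI4K2A was quantified luminescently after 1 h at ambient temperature; 100 microM adenosine served as plate-quality control.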
RXFP1 agonist: agonists of human relaxin receptor RXFP1; Q9HBX9; HEK293T-RXFP1 cAMP TR-FRET, 30 min; response scale: percent of porcine relaxin response, buffer zero; 370,000 compounds, 0.3% hits; AID 2676; Potency, µM (doses to about 57.5 µM), for the others: top-dose activation, usual class: activators; also: potency is read from the fitted curve at half-maximal effect; % is scaled to controls: 0 for no effect and ±100 for the full control effect; nearly all actives have a fitted effect of over 60% in size; many of its hits are not listed in these tables
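cAMP rise read by TR-FRET after 30 min, 37C compound exposure (up to 58 uM) in RXFP1-transfected HEK293 cells with Ro 20174 present. EC50 from Hill-equation fits, with 29 nM porcine relaxin as 100% and buffer as basal.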
Vif-APOBEC3F blk: Vif-A3F binding inhibition. HeLa A3F-eYFP + Vif (tagged APOBEC3F with the HIV-1 protein that degrades it), YFP fluorescence increase. Potency, µM (titrated, usually from 46.1 µM), for the others: at the top dose activity, negative = active. 390,000 compounds, 0.2% hits; also: potency is read from the fitted curve at half-maximal effect; % of control where 0% means no effect; nearly all actives have a fitted effect of over 65% in size
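Fluorescence increase (Ex 488/Em 500-530) after overnight compound treatment at 37 deg C flags inhibition of Vif-driven A3F-eYFP loss in stable HeLa A3F-eYFP/Vif cells seeded overnight beforehand.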
TrxR1 substrate: is turned over as a substrate by rat TrxR1; 390,000 compounds, 0.01% hits; O89049; Potency, µM (series often up to 114 µM), for the others: top-dose activity change, negative = substrate turnover; AID 588456; purified TrxR1 substrate turnover, NADPH consumption readout; also: potency is read from the fitted curve at half-maximal effect; % is scaled to controls: 0 for no effect and ±100 for the full control effect; nearly all actives have a fitted effect of over 50% in size
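Rat TrxR1, dispensed at 90 nM, was prereduced with 400 uM NADPH (final) for 5 min at ~22 deg C, then incubated with compound 15 min before 400 uM selenite. A first-read NADPH fluorescence drop versus no-compound background flagged substrates.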
GRP78 ERSR act: induces the endoplasmic reticulum stress response in human glioma cells | 420,000 compounds, 0.02% hits | Potency, µM, without a hit: at the highest dose activation, hits mostly activators | U87-MG GRP78 promoter luciferase reporter, 16 h; also: potency is read from the fitted curve at half-maximal effect; series mostly up to about 76 µM; % of control where 0% means no effect; nearly all actives have a fitted effect of over 35% in size
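Stably transfected U87-MG human glioma cells carrying a GRP78-based luminescent sensor were seeded at 1000 cells/well, pin-dosed with compounds and incubated 16 h. Luciferase reagent was then added, and end-point luminescence was read after 10 min at room temperature.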
USP1 inh: inhibitors of human USP1/UAF1 deubiquitinase; O94782; recombinant USP1/UAF1, Ub-Rhodamine cleavage fluorescence; Potency, µM (highest dose often 57.1 µM), inactives show at the highest dose activity change, negative = inhibition, actives largely listed as inhibitors; 390,000 compounds, 0.23% hits; AID 743255; also: potency is read from the fitted curve at half-maximal effect; % is scaled to controls: 0 for no effect and ±100 for the full control effect; nearly all actives have a fitted effect of over 60% in size; inactives centre near -12
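In this screen, compounds sit with the deubiquitinase complex (1nM) for 15 min at room temperature before Ub-Rho is added at 150nM final. Fluorescence rise is then followed for 6 reads every 60 seconds.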
mIDH1 inhibitor: human IDH1 R132H inhibition; O75874; IDH1-R132H enzyme, NADPH consumption, diaphorase/resazurin fluorescence; Potency, µM (highest dose often 76.6 µM), without a hit: at the top dose activity change, negative = inhibition, most hits filed as inhibitors; 390,000 compounds, 0.093% hits; also: potency is read from the fitted curve at half-maximal effect; % is scaled to controls: 0 for no effect and ±100 for the full control effect; nearly all actives have a fitted effect of over 65% in size
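IDH1-R132H (0.5 ug/mL) preincubated 30 min with compound, then NADPH (0.016 mM) and alpha-KG (2 mM) added; 80 min at RT, pH 7.5. Remaining NADPH coupled via diaphorase/resazurin to fluorescence (540/590 nm); concentration-response curves normalized to no-enzyme control.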
LDHA block: LDHA (human) enzyme inhibition; activity change, % (values are at about 110 or 230 µM); 480,000 compounds, 0.15% hits; AID 1347041; purified LDHA, NADH/diaphorase-resazurin fluorescence; stronger effect = lower value; P00338; in the data active = activity change below about -30%; inconclusive = mostly about -25% to -30%;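 also: plate controls were DMSO wells for no effect and wells without enzyme for full effect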
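Resorufin fluorescence (ex540/em590), read at 0 and 20 min after diaphorase/resazurin addition, reports the NADH left after a 5 min room-temperature reaction of 2 nM human LDH5 with 0.06 mM NADH and 0.2 mM pyruvate.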
* = called active by the depositor; [ ] = dose if it differs, or a comment. Unless noted, calls follow the shape of the dose curve; as a rule, active = well fitted curve in the direction sought with a large enough effect; inconclusive = small, poorly fitted or top-dose-only effect, or another doubt; inactive = no such curve, though single readings can be large; an effect the other way counts as inactive or inconclusive.

`COc1ccc(OCC(=O)Nc2ccc(-c3nc4cc(C)cc(C)c4o3)cc2)cc1` gave Vif-APOBEC3G blk -2%, PI4K2A inh 0, RXFP1 agonist inconclusive, Vif-APOBEC3F blk -34%, TrxR1 substrate 6%, GRP78 ERSR act -4%, USP1 inh -17%, mIDH1 inhibitor 14% and LDHA block -3.
`CCOc1ccccc1CN1C(=O)c2ccccc2C1C(=O)NC(C)CC` (centres undefined) gave Vif-APOBEC3G blk -1%, PI4K2A inh 3, RXFP1 agonist 1.8%, Vif-APOBEC3F blk 1%, TrxR1 substrate 3%, GRP78 ERSR act 0%, USP1 inh -23%, mIDH1 inhibitor 3% and LDHA block -6.
For O=[N+]([O-])c1ccc(Cl)c(/C=N/n2c(C3CCCCC3)n[nH]c2=S)c1 the results were Vif-APOBEC3G blk -1%, PI4K2A inh 7, RXFP1 agonist 3.6%, Vif-APOBEC3F blk -3%, TrxR1 substrate 4%[57.1 µM], GRP78 ERSR act -4%, USP1 inh -20%, mIDH1 inhibitor -6% and LDHA block -13.
`CCOc1cc(C(=O)Nc2ccc(S(=O)(=O)NC3=NCCCCC3)cc2)cc(Br)c1OC` gave Vif-APOBEC3G blk -16%, PI4K2A inh 0, RXFP1 agonist 0.3%, Vif-APOBEC3F blk 2%, TrxR1 substrate 2%[57.1 µM], GRP78 ERSR act -4%, USP1 inh -14%, mIDH1 inhibitor 3% and LDHA block -3.
Screening CC(C)N(CCCNC(=O)c1nn(C)c2c1CS(=O)(=O)c1ccccc1-2)Cc1ccccc1 returned Vif-APOBEC3G blk -11%, PI4K2A inh -2, RXFP1 agonist -0.1%, Vif-APOBEC3F blk -2%, TrxR1 substrate 6%, GRP78 ERSR act -4%, USP1 inh -13%, mIDH1 inhibitor 0% and LDHA block 1.
For COc1ccccc1-c1ccc(=O)n(CC(=O)NC2CCc3ccccc32)n1 (centres undefined) the results were Vif-APOBEC3G blk -7%, PI4K2A inh 0, RXFP1 agonist -2.1%, Vif-APOBEC3F blk -9%, TrxR1 substrate 1%, GRP78 ERSR act 4%, USP1 inh -19%, mIDH1 inhibitor 0% and LDHA block -6.
For CC(CCc1ccccc1)NC(=O)C1CCCN(C(=O)c2cc3sccc3n2C)C1 (centres undefined) the results were Vif-APOBEC3G blk 0%, PI4K2A inh 5, RXFP1 agonist -0.9%, Vif-APOBEC3F blk -5%, TrxR1 substrate -1%[57.1 µM], GRP78 ERSR act -5%, USP1 inh -12%, mIDH1 inhibitor 1% and LDHA block -3.
Screening CCN(Cc1ccccc1)c1cc2c(c3c1ccn3C)C1CCC2O1 (centres undefined) returned Vif-APOBEC3G blk 1%, PI4K2A inh -1, GRP78 ERSR act -3% and LDHA block 11.
For CC12CCC(=O)N1C(C(=O)OCC(=O)Nc1sccc1C#N)CS2 (centres undefined) the results were Vif-APOBEC3G blk 4%, PI4K2A inh 1, RXFP1 agonist 1.3%, Vif-APOBEC3F blk -15%, TrxR1 substrate -8%, GRP78 ERSR act 1%, USP1 inh -2%, mIDH1 inhibitor -2% and LDHA block -6.
COc1ccccc1CNC(=O)Cc1csc2nc(-c3ccc(F)cc3)cn12 was read as Vif-APOBEC3G blk 1%, PI4K2A inh -3, RXFP1 agonist 0.5%, Vif-APOBEC3F blk 1%, TrxR1 substrate -8%[57.1 µM], GRP78 ERSR act 2%, USP1 inh -11%, mIDH1 inhibitor 0% and LDHA block -4.
`NC(=O)NOCc1ccc(Cl)cc1Cl` gave Vif-APOBEC3G blk -2%, PI4K2A inh -2, RXFP1 agonist -0.2%, Vif-APOBEC3F blk 8%, TrxR1 substrate 7%, GRP78 ERSR act 0%, USP1 inh -11%, mIDH1 inhibitor -6% and LDHA block -8.
For CC(C)Cc1nc(Cl)c(C#N)c2c1CCC2 the results were Vif-APOBEC3G blk 0%, PI4K2A inh 9, RXFP1 agonist 1.3%, Vif-APOBEC3F blk 5%, TrxR1 substrate -2%, GRP78 ERSR act -4%, USP1 inh -9%, mIDH1 inhibitor 3% and LDHA block -8.
For COc1ccccc1/C=N/Nc1nccnc1Cl the results were Vif-APOBEC3G blk 1%, PI4K2A inh -11, RXFP1 agonist -1.1%, Vif-APOBEC3F blk -12%, TrxR1 substrate -8%, GRP78 ERSR act 5%, USP1 inh 8%, mIDH1 inhibitor -4% and LDHA block -5.
Screening COc1ccc(C(=O)O)cc1S(=O)(=O)Nc1ccccc1-c1ccccc1 returned Vif-APOBEC3G blk 3%, PI4K2A inh -6, RXFP1 agonist -2.0%, Vif-APOBEC3F blk 9%, TrxR1 substrate 0%, GRP78 ERSR act -3%, USP1 inh -1%, mIDH1 inhibitor -2% and LDHA block -12.
`CCN1CCN(S(=O)(=O)c2ccc(Cl)c(C(=O)Nc3nnc(C)s3)c2)CC1` gave Vif-APOBEC3G blk 1%, PI4K2A inh -3, RXFP1 agonist -0.1%, Vif-APOBEC3F blk 6%, TrxR1 substrate -1%[57.1 µM], GRP78 ERSR act -1%, USP1 inh -5%, mIDH1 inhibitor 0% and LDHA block -12.
Screening COc1ccc(-n2nc(C(=O)NCC(=O)N3CCC(C)CC3)c3ccccc3c2=O)c(OC)c1 returned Vif-APOBEC3G blk -1%, PI4K2A inh -2, RXFP1 agonist 2.8%, Vif-APOBEC3F blk -8%, TrxR1 substrate -8%[57.1 µM], GRP78 ERSR act 3%, USP1 inh -15%, mIDH1 inhibitor 2% and LDHA block -4.
`O=C(O)CC1Cc2ccccc2C1C(=O)O` (centres undefined) gave Vif-APOBEC3G blk 2%, PI4K2A inh 7, Vif-APOBEC3F blk -12%, TrxR1 substrate 6%, GRP78 ERSR act -6%, USP1 inh -11%, mIDH1 inhibitor 6% and LDHA block -5.
COc1ccc(C(=O)COC(=O)c2sc(C)nc2C)cc1OC was read as Vif-APOBEC3G blk 2%, PI4K2A inh 0, RXFP1 agonist 2.1%, Vif-APOBEC3F blk 2%, TrxR1 substrate -3%, GRP78 ERSR act -3%, USP1 inh -11%, mIDH1 inhibitor -2% and LDHA block -1.
COc1ccc(Cn2nnnc2CN(Cc2cc3ccc(C)cc3[nH]c2=O)C2CCCC2)cc1 was read as Vif-APOBEC3G blk 2%, PI4K2A inh 5, RXFP1 agonist 5.5%, Vif-APOBEC3F blk -1%, TrxR1 substrate 8%, GRP78 ERSR act -3%, USP1 inh -20%, mIDH1 inhibitor 1% and LDHA block 3.
Screening O=[N+]([O-])c1ccc(Sc2n[nH]c(-c3ccccc3)n2)nc1 returned Vif-APOBEC3G blk -3%, PI4K2A inh -7, RXFP1 agonist -0.9%, TrxR1 substrate -1%, GRP78 ERSR act 2%, USP1 inh -4%, mIDH1 inhibitor 15% and LDHA block 0.
COc1ccc(CC(=O)Nc2ccc(-c3cn4ccc(C)cc4n3)cc2)cc1 was read as Vif-APOBEC3G blk -7%, PI4K2A inh -13, RXFP1 agonist 1.6%, Vif-APOBEC3F blk -13%, TrxR1 substrate 15%, GRP78 ERSR act -4%, USP1 inh -10%, mIDH1 inhibitor -2% and LDHA block -7.
CN1C[C@@H](CO)O[C@@H](n2cnc3c(N4CCOCC4)ncnc32)C1 was read as Vif-APOBEC3G blk -2%, PI4K2A inh 1, GRP78 ERSR act 2% and LDHA block -6.
CCc1ccc(NC(=O)c2ccc3c(=O)n4nc(Nc5ccccc5C)sc4nc3c2)cc1 was read as Vif-APOBEC3G blk -12%, PI4K2A inh 9, RXFP1 agonist 1.8%, Vif-APOBEC3F blk inconclusive, TrxR1 substrate -4%, GRP78 ERSR act -3%, USP1 inh -15%, mIDH1 inhibitor -10% and LDHA block -22.
`Cc1cc(C(F)(F)F)n2nc(-c3sccc3-n3cccc3)cc2n1` gave Vif-APOBEC3G blk -2%, PI4K2A inh -3, RXFP1 agonist 0.4%, Vif-APOBEC3F blk 1%, TrxR1 substrate -10%, GRP78 ERSR act -4%, USP1 inh -20%, mIDH1 inhibitor -1% and LDHA block 3.
Screening CCN1CCN(C(=O)c2oc(=O)c3ccccc3c2-c2ccc(C)cc2)CC1 returned Vif-APOBEC3G blk 2%, PI4K2A inh 0, RXFP1 agonist 7.9%, Vif-APOBEC3F blk 4%, TrxR1 substrate 3%, GRP78 ERSR act -6%, USP1 inh -11%, mIDH1 inhibitor -2% and LDHA block -10.
Screening CCOc1ccc(C(C)NC(=O)c2cccnc2OCC)cc1OCC (centres undefined) returned Vif-APOBEC3G blk 0%, PI4K2A inh -9, RXFP1 agonist 3.6%, Vif-APOBEC3F blk -22%, TrxR1 substrate 7%[57.1 µM], GRP78 ERSR act -4%, USP1 inh -18%, mIDH1 inhibitor 7% and LDHA block -5.
Clc1ccccc1-c1nnc2sc(CCc3ccccc3)nn12 was read as Vif-APOBEC3G blk -4%, PI4K2A inh 11, RXFP1 agonist 1.8%, Vif-APOBEC3F blk 3%, TrxR1 substrate 7%, GRP78 ERSR act -5%, USP1 inh -16%, mIDH1 inhibitor 8% and LDHA block -9.
Screening COc1cc(NC(=O)COC(=O)CNC(=O)c2ccc(C)cc2)c(C)cc1[N+](=O)[O-] returned Vif-APOBEC3G blk 6%, PI4K2A inh 5, RXFP1 agonist 0.4%, Vif-APOBEC3F blk -7%, TrxR1 substrate 3%, GRP78 ERSR act -8%, USP1 inh -14%, mIDH1 inhibitor 5% and LDHA block -3.

Compound activity: PubChem BioAssay, National Center for Advancing Translational Sciences (NCATS)

Not all compounds are listed, so the mix of outcomes need not match the whole.
